TNAP inh pNP: inhibitors of human tissue-nonspecific alkaline phosphatase; purified TNAP, pNPP hydrolysis, absorbance 405 nm; inhibition, % at 20 µM; 21,000 tested, under 10 active;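 also: 0% = DMSO only wells and 100% = 1 mM levamisole wells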
Target sequence (P05186 whole entry, looked up): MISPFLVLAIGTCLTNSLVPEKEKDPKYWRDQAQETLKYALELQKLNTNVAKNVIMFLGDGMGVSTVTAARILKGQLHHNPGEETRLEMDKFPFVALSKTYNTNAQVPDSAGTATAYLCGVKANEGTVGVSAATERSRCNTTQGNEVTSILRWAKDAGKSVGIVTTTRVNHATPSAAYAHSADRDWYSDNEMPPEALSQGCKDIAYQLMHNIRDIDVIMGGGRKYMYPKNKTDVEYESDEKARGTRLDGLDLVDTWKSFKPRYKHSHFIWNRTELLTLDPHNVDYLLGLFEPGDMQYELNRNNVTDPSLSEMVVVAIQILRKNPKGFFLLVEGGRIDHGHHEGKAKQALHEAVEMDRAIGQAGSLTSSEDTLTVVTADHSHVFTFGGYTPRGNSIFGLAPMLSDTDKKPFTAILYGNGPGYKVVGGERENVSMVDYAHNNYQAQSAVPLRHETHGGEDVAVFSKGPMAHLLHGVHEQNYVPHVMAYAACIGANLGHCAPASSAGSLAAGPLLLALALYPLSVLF
TNAP Pi inh: human TNAP inhibition, phosphate detection | purified TNAP, pNPP, malachite green phosphate absorbance | P05186 | inhibition, % at 20 µM | 21,000 tested, under 10 active
The depositor's hits bear a star.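 The calls were made as follows: active = inhibition above 50% at the 20 µM single-dose screen; inactive = the rest.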

The line under a structure holds: TNAP inh pNP | TNAP Pi inh
- CCOC(=O)Cc1c(C)nc2c(-c3cccc(Br)c3)c[nH]n2c1=O
  -13 | -6
- CC1=[N+]([O-])C(C)(C)C(C)N(O)C1=O (stereo not given)
  2 | 5
- CN1CCN(c2nc3c(c(=O)n(C)c(=O)n3C)n2CC(=O)C23CC4CC(CC(C4)C2)C3)CC1
  3 | 7
- Nn1c(COc2ccccc2)nnc1SCc1cc(=O)[nH]c2ccccc12
  -4 | 1
- CCOC(=O)c1csc(NC(=O)CSc2nnnn2CC)n1
  6 | 23
- Cc1ccc(Cn2nnnc2CN2CCC(O)(c3ccc(F)cc3)CC2)cc1
  4 | 8
- CC(Oc1ccc(Cl)cc1)C(=O)Nc1ncccn1 (stereo not given)
  1 | 8
- Cc1ccc(C)c2[nH]c(=O)c(C(c3nnnn3CCc3ccccc3)N3CCOCC3)cc12 (stereo not given)
  4 | -8
- O=C(CSc1nc(N2CCCCC2)nc(N2CCCCC2)n1)NC1CCCCC1
  6 | 10
- Cn1nc(C(=O)OCC(=O)N2CCc3ccccc32)c2ccccc2c1=O
  1 | 10
- Cc1cc(NC(=O)CSc2nnc(-c3cccnc3)n2C)no1
  6 | 12
- CC1CN(c2oc(-c3ccco3)nc2C#N)CC(C)O1 (stereo not given)
  4 | -16
- CCOc1ccccc1Nc1nnc(SCc2ccc(C(=O)OC)o2)s1
  2 | 8
- N#Cc1c2c(nc(N)c1-c1ccccc1)CCCCC2
  3 | 7
- COC(=O)C1=CNC=C(C(=O)OC)C1c1ccccc1Cl
  -3 | 2
- CN(CCC#N)CC(=O)Nc1ccc(NC(=O)CN(C)CCC#N)cc1
  5 | 8
- Cn1c(SCC(=O)NCc2ccco2)nnc1-c1ccc(S(=O)(=O)N2CCOCC2)cc1
  2 | 7
- CCOc1ccc(/C(O)=C2/C(=O)C(=O)N(c3cc(C)on3)C2c2ccc(C(=O)OC)cc2)cc1 (stereo not given)
  3 | 2
- O=C(COc1ccccc1)Nc1nc(-c2ccc(S(=O)(=O)N3CCOCC3)cc2)cs1
  3 | 7
- Cc1cc(C)c2c(N=CN(C)C)c(C(=O)N3CCN(c4ncccn4)CC3)sc2n1
  5 | 8
- COc1cc2cc(CN(Cc3nnnn3C3CCCC3)C3CCCC3)c(=O)[nH]c2cc1OC
  8 | 9
- Cc1ccccc1N(CC(=O)Nc1ccccc1C(=O)O)S(C)(=O)=O
  5 | -6
- Cc1occc1C(=O)Nc1cccc(Cn2cccn2)c1
  -2 | -11
- C=CCn1c(N)c(C(=O)Nc2ccccc2)c2nc3ccccc3nc21
  0 | 0
- CC(C)(C)NC(=O)Cn1cc(C#N)c2cc(Br)ccc21
  8 | 12
- CCC(=O)Nc1nnc(Cc2ccccc2)s1
  3 | 6
- CC1CCCCN1C(=O)c1cc(F)c(F)cc1Cl (stereo not given)
  4 | 11
- CCn1c(COc2ccccc2C)nnc1SCC(=O)Nc1ccc2c(c1)OCCO2
  10 | 11
- NC(=O)Nn1c(CCC(=O)O)ccc1-c1ccc(Br)cc1
  2 | 7
- COc1ccccc1CN(CC(=O)NCc1ccco1)C(=O)CNS(=O)(=O)c1ccc(C)cc1
  3 | 7

7 of the compounds above, with values ahead of the structure:
| TNAP inh pNP | TNAP Pi inh | Compound |
| --- | --- | --- |
| 5 | 8 | Cc1cc(C)c2c(N=CN(C)C)c(C(=O)N3CCN(c4ncccn4)CC3)sc2n1 |
| 8 | 9 | COc1cc2cc(CN(Cc3nnnn3C3CCCC3)C3CCCC3)c(=O)[nH]c2cc1OC |
| 5 | -6 | Cc1ccccc1N(CC(=O)Nc1ccccc1C(=O)O)S(C)(=O)=O |
| -2 | -11 | Cc1occc1C(=O)Nc1cccc(Cn2cccn2)c1 |
| 0 | 0 | C=CCn1c(N)c(C(=O)Nc2ccccc2)c2nc3ccccc3nc21 |
| 8 | 12 | CC(C)(C)NC(=O)Cn1cc(C#N)c2cc(Br)ccc21 |
| 3 | 6 | CCC(=O)Nc1nnc(Cc2ccccc2)s1 |

Next section.
The line under a structure holds: TNAP inh pNP | TNAP Pi inh
- O=C(c1ccc(Br)s1)N1CCN(Cc2ccc3c(c2)OCO3)CC1
  3 | 10
- Cn1c(=O)c2cc(S(=O)(=O)Nc3ccc4c(c3)OCO4)ccc2n(C)c1=O
  3 | 18
- COc1ccc(CC(=O)n2c(CC#N)nc3ccccc32)cc1OC
  0 | 7
- Cc1cc(=O)oc2c(CN3CCCCC3)c(O)c(Cl)cc12
  3 | 8
- COCCCNC(=O)c1ccccc1NS(C)(=O)=O
  5 | 19
- CCn1c(SCCC(=O)O)nnc1-c1cccnc1
  3 | 7
- Cc1ccc(-c2c(C)c(-c3ccc(F)cc3)nc(N)c2C#N)o1
  4 | 12
- COc1ccc(-c2c3c(=O)n(C)c(=O)n(C)c3cn2Cc2ccccn2)cc1
  2 | 9
- CCC(=O)Nc1ccc2oc(-c3ccccc3Br)nc2c1
  -5 | 1
- Cc1ccc(C(c2nnnn2CC2CCCO2)N2CCN(C(=O)c3ccco3)CC2)cc1 (stereo not given)
  4 | 6
- CCOC(=O)N(C)OC(=O)Nc1ccc(Cl)c(Cl)c1
  3 | 14
- O=C(O)CC1CCS(=O)(=O)C1 (stereo not given)
  1 | 8
- O=C(O)c1ccccc1OCCOc1ccccc1C(=O)O
  6 | 6
- O=C(O)CCN1Cc2ccccc2C1=O
  10 | -2
- CN1CCCCc2c1nc1ccccc1c2N (tested in a mixture with another compound)
  2 | 6
- Cc1nn(C)cc1/C=N/O
  4 | 7
- CCCNC(=O)c1nc2ncc(Br)cn2n1
  6 | 8
- O=C(CN1CCN(C(c2ccccc2)c2ccccc2)CC1)NC(=O)NCc1ccco1
  5 | 7
- O=C(CN1CCN(c2ccccn2)CC1)NCCc1ccccc1
  0 | 0
- CC(C)COC(=O)n1c(=O)oc2cc(S(=O)(=O)N3CCCCC3)ccc21
  8 | -13
- C=C(C)CSc1nc2ncccc2[nH]1
  8 | 3
- Cn1c(CN2CCCC2)nc2cc(NS(=O)(=O)c3ccccc3)ccc21
  1 | 7
- CN(C)c1ccc(CNC23CN4CN(CN(C4)C2)C3)cc1
  3 | 4
- COc1ccc(-c2nnn(CC(=O)N(C3CCCC3)C(C)C(=O)NC3CCCC3)n2)cc1OC (stereo not given)
  4 | 11
- CCOC(=O)N1CCN(c2ccc3nnnn3n2)CC1
  5 | 8
- CCOc1ccc(CC2S/C(=N/c3ccccn3)NC2=O)cc1 (stereo not given)
  2 | 11
- O=C(Nc1ccc(S(=O)(=O)N2CCCC2)cc1)c1ccc(CN2CCOCC2)cc1
  -1 | 2
- CCSC1=C(C#N)C(c2cccs2)C(C(=O)OC)=C(C)N1 (stereo not given)
  6 | 11
- O=C(c1n[nH]c(=O)c2ccccc12)N1CCN(c2ccccc2Cl)CC1
  2 | 17
- O=C(NCC1CCCO1)C1CCN(CC2CCCCC2)CC1 (stereo not given)
  6 | -17
- COc1ccccc1NC(=O)N1CCCC1C(=O)Nc1nnc(C(C)C)s1 (stereo not given)
  6 | 6
- CCc1ccc(CCC(=O)Nc2nnc(CC)s2)o1
  4 | 11
- CC(C)(C)NC(=O)NC(=O)Cn1cc(C(F)(F)F)ccc1=O
  5 | 16
- CCOC(=O)c1cc2c(ccn2C)n1CC(=O)N1CCN(c2ccccc2OC)CC1
  4 | 7
- CC1(C)C(=O)C2(CCCC2)C(=O)OC1c1ccco1 (stereo not given)
  5 | 6
- COc1ccc(-c2nnc(SCc3ccccc3)n2N)cc1
  3 | 8
- Cc1ccc(S(=O)(=O)Cn2nnnc2C(c2ccc(F)cc2)N2CCC(C(N)=O)CC2)cc1 (stereo not given)
  3 | 16
- COc1ccc(CCNC(=O)c2cc(-c3ccccc3)on2)cc1OC
  5 | 13
- CCCc1cc(=O)[nH]c(Nc2ccc(N3CCCCC3)cc2)n1
  6 | 9
- CCOC(=O)C1(C(F)(F)F)N=C(c2cccnc2)OC(N2CCOCC2)=N1 (stereo not given)
  2 | 11
- COC(=O)CSc1nnnn1-c1cccc2ccccc12
  2 | -11
- Cc1cc(=O)n(CCC(=O)O)c2ccccc12
  4 | 11
- O=C(Nc1ccc(-c2nnc(-c3ccccc3)o2)cc1)C1CCCO1 (stereo not given)
  3 | -3
- CN(C)c1ccnc2sc(C(=O)NCc3ccccc3)c(N)c12
  3 | 16
- CCc1ccc2oc(=O)cc(CN3CCN(c4ccc(F)cc4)CC3)c2c1
  7 | 11

Copied from the list:
Value of CC1(C)C(=O)C2(CCCC2)C(=O)OC1c1ccco1 (stereo not given) in TNAP Pi inh: 6
Value of COc1ccc(CCNC(=O)c2cc(-c3ccccc3)on2)cc1OC in TNAP Pi inh: 13

(more compounds)
The line under a structure holds: TNAP inh pNP | TNAP Pi inh
- COC(=O)c1[nH]c2cccc(Cl)c2c1NC(=O)CN1CCCCC1C (stereo not given)
  -6 | 2
- O=C(Nc1ccccc1F)N(CCCN1CCOCC1)Cc1cc2cc3c(cc2[nH]c1=O)OCCO3
  2 | 14
- Cc1cc(=O)n2[nH]cnc2n1
  -3 | 2
- COC(=O)CSc1nc(N)c2c3c(sc2n1)CCCC3
  -3 | -1
- O=c1c(-c2ccccc2)[n+]([O-])c2ccccc2n1O
  -2 | -7
- COc1ccc(C2C3=C(CC(C)(C)CC3=O)Nc3c2c(=O)[nH]c2nc(C)nn32)cc1 (stereo not given)
  7 | 14
- O=S(=O)(N1CCOCC1)n1c(Cc2ccccc2)nc2ccccc21
  3 | 10
- CCOc1ccc(NC(=O)CSC2=C(C#N)C(c3ccc4c(c3)OCO4)CC(=O)N2)cc1 (stereo not given)
  3 | 8
- CC(=O)c1cc2c(cc1NC(=O)CN1CCN(c3ccc(F)cc3)CC1)OCO2
  2 | 11
- O=c1[nH]c(=O)n([C@H]2C[C@H](O)[C@@H](CO)O2)cc1F
  2 | 8
- CCOC(=O)c1c(C(C#N)C#N)cc(C)nc1C
  1 | 6
- CC(C)OCCCNC(=O)c1cccs1
  1 | 7
- O=C(OCN1C(=O)c2ccccc2C1=O)c1cccs1
  -4 | -2
- COC(=O)[C@H](CCSC)NC(=O)NCc1ccccn1
  0 | 3
- CC(=O)c1cccc(NC(=O)N2CCCC2C(=O)NCc2ccc(F)cc2)c1 (stereo not given)
  0 | 0
- COc1ccccc1C1/C(=C(/O)c2cnn(-c3ccccc3)c2C)C(=O)C(=O)N1CCN(C)C (stereo not given)
  0 | 4
- COCC(=O)NC1CCN(C(=O)Nc2ccc(Br)cc2)CC1
  5 | 8
- CCc1nnc(NC(=O)CSc2nnc(-c3ccco3)n2C)s1
  3 | 9
- CCCCNC(=O)N1CCOCCOCCN(C(=O)NCCCC)CCOCCOCC1
  3 | 8
- Cc1nn(Cc2ccc(C(=O)Nc3ccc(C(=O)OC(C)C)cc3)o2)c(C)c1Cl
  4 | 9
- COc1ccc(N/C(N)=N/c2nc(CSc3ccc(C)cc3)cc(=O)[nH]2)cc1
  2 | 7
- Cc1ccc(C2NC(=O)c3c(sc4c3CCN(C)C4)N2)o1 (stereo not given)
  -4 | 4
- Clc1ccc(Cn2nnc(-c3ccc(CN4CCOCC4)cc3)n2)cc1
  4 | -12
- O=C(Nc1nccs1)c1ccc(COc2ccc(Cl)cc2)o1
  6 | 1
- COC(=O)c1cc(Br)c(=O)n(CCN(C(C)C)C(C)C)c1
  8 | -8
- CC(=O)Nc1ccc2oc(-c3ccccc3Br)nc2c1
  2 | 9
- C/C(CC(O)c1ccc2ccccc2n1)=N/O (stereo not given)
  -2 | 5
- CN1CCN(C2=Nc3ccccc3Oc3ccc(Cl)cc32)CC1
  -12 | -6
- CCOc1ccccc1N(CC(=O)OC)S(C)(=O)=O
  6 | 10
- CC(C)NC(=O)N(O)C1N(Cc2ccc3c(c2)OCO3)C(=S)SC1(C)C (stereo not given)
  8 | 17
- O=C(CC1SC2=NCCN2C1=O)Nc1ccccc1 (stereo not given)
  7 | 10
- CC(C)CNC(=O)c1cccc(NC(=O)c2ccc(NC(=O)c3ccco3)cc2)c1
  0 | 12
- O=C(CSc1nnc(-c2cccnc2)n1C1CCCCC1)NC1CCCC1
  1 | 6
- CCOC(=O)N1CCN(c2ncnc3c2oc2nc(CC(C)C)c4c(c23)CCC4)CC1
  5 | 8
- Cn1c(/C(C#N)=C/C2CC=CCC2)nc2ccccc21 (stereo not given)
  -4 | 1
- CCOc1ccc(N2CC(O)Cn3c2nc2c3c(=O)n(CCCc3ccccc3)c(=O)n2C)cc1 (stereo not given)
  2 | 7
- Cc1cc2nnc(SCc3ccccc3)n2c(N)n1
  3 | 14
- COC(=O)c1cc(Br)c(=O)n(Cc2ccc(C(=O)O)cc2)c1
  7 | 9
- Cc1cc(OCCN2CCCCC2)nc2ccccc12
  0 | 1
- O/N=C1/CCCCC1c1ccccn1 (stereo not given)
  3 | 10
- Cc1csc(C(C#N)C(=O)c2ccncc2)n1 (stereo not given)
  -9 | -3
- CC(=O)Nc1ccc(S(=O)(=O)Nc2nccc(C3Cc4ccccc4C(=O)O3)n2)cc1 (stereo not given)
  3 | 11
- O=C(CN1CCCCC1)Nc1ccc(S(=O)(=O)NC2CCCCC2)cc1
  6 | 11
- COC(=O)c1cccc(NC(=O)CSc2nnc(COc3cccc(C)c3)n2C)c1
  3 | 10
- COc1ccccc1NS(=O)(=O)c1ccccc1C#N
  0 | 0
- COc1ccc(-c2cc(C(F)(F)F)nc(SCC(=O)N3CCOCC3)n2)cc1OC
  6 | 12
- CN(C)CCCN1C(=O)C(=O)/C(=C(/O)c2ccc3c(c2)OCO3)C1c1ccccn1 (stereo not given)
  -2 | 6
- CC1CCCN(C/C(O)=C(\C#N)c2nc3ccccc3[nH]2)C1 (stereo not given)
  4 | -15
- Cc1cc(C(=O)CSc2nnnn2-c2ccccc2)c(C)n1CC1CCCO1 (stereo not given)
  -4 | 5
- Cn1c(=N)n(CC(=O)C(C)(C)C)c2ccccc21
  1 | 8
- COc1ccc(NS(=O)(=O)c2ccc(N)cc2)nn1
  0 | 0
- CCCCC1(C)NC(=O)N(CC(=O)Nc2ccc(S(=O)(=O)N3CCOCC3)cc2)C1=O (stereo not given)
  3 | 6
- CCOC(=O)c1csc(NC(=O)CSc2nnnn2-c2ccc(OCC)cc2)n1
  -7 | 0
- CCCCCN(C(=O)NC(=O)Nc1ccccc1C)S(C)(=O)=O
  1 | 8
- O=C(COC(=O)c1ccc[nH]c1=O)NCC1CCCO1 (stereo not given)
  -1 | -2

Assay outcomes deposited in PubChem by Sanford-Burnham Center for Chemical Genomics.

These rows are one share of the data, so the mix of outcomes need not match the whole.
